KCNH2 3.1 inh – blocks the human KCNH2 3.1 channel isoform. activity change, % (tested at about 1.8 µM). U2OS KCNH2 3.1, thallium flux FluxOr; stronger effect = lower value. 0.95% of 340,000 active. AID 720553;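 active means maximum activity change below -70%; inconclusive means maximum activity change from -70% to -50%; inactive means maximum activity change above -50%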;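 further: thallium influx rate constant from kinetic fluorescence after stimulation buffer; on the % scale 0 is the no-effect control and ±100 the full control effect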
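FluxOr-based Tl+ influx in U2OS cells transduced with KCNH2 3.1 virus; rate constants normalized to DMSO controls.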
Rab9 promoter act – activators of Rab9 promoter; Huh7 Rab9 promoter-luciferase reporter, luminescence, 24 h; Potency, µM (highest dose often 9.22 µM), for the others: top-dose activation, negative = inhibition, actives largely listed as activators; 2.8% of 320,000 active; AID 485297; further: potency means the concentration at half of the fitted maximal effect; % of control where 0% means no effect; nearly all actives have a fitted effect of over 60% in size
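Cell-based reporter: Huh7 stable for Rab9 promoter-driven luciferase, plated in reduced-serum medium with 10% FBS at 1500 cells/well, compound-treated 24 h at 37 °C, luminescence read after 10 min reagent.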
RORg inh – inhibitors of mouse ROR gamma transcriptional activity | P51450 | Drosophila S2 Gal4-RORgamma UAS-luciferase reporter, 20 h | Potency, µM (top dose mostly 53.6 µM), for the others: at the top dose activity change, negative = inhibition, actives largely listed as inhibitors | 5.4% of 310,000 active; further: potency means the concentration at half of the fitted maximal effect; on the % scale 0 is the no-effect control and ±100 the full control effect; nearly all actives have a fitted effect of over 60% in size
Target sequence (P51450 whole entry, looked up, the tested form may be a part): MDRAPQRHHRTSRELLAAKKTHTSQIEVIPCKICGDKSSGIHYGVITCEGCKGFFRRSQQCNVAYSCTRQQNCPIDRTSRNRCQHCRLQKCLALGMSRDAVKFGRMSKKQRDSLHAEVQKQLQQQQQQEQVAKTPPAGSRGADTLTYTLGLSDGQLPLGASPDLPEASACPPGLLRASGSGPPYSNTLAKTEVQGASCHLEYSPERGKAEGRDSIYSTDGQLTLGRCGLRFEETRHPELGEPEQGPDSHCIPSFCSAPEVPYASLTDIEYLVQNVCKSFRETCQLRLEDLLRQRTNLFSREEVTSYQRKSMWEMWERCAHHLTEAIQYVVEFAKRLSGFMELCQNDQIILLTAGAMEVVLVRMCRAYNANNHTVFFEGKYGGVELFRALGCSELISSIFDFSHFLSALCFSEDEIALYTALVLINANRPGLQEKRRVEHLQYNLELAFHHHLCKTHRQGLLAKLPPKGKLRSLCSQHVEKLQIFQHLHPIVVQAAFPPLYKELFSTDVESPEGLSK
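Luminescence from a UAS-regulated Photinus luciferase reporter in stably transfected Drosophila Schneider cells is measured; decreased signal marks ROR gamma inhibition. Fusion expression is induced by 700 uM copper sulfate for 20 hr.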
ELG1 genotox – genotoxicity induction in ELG1-luciferase HEK293T cells; HEK293T ELG1-luciferase reporter, luminescence, 16 h; Potency, µM (series often up to 46 µM), inactives show top-dose activity change, positive = activation, actives largely listed as activators; 1.3% of 330,000 active; AID 504466; further: potency means the concentration at half of the fitted maximal effect; % of control where 0% means no effect; nearly all actives have a fitted effect of over 60% in size
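After overnight (16 hr) compound treatment at 37 °C, ELG1-luciferase HEK293T cells were lysed with ONE-Glo; luminescence quantified 30 min later at room temperature.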
FLuc counter – firefly luciferase modulation, counter-screen for miR-21 project | purified FLuc, Km substrates, luminescence inhibition | Potency, µM (series often up to 57.5 µM), for the others: at the highest dose activity change, negative = inhibition, actives largely listed as inhibitors | 6.9% of 360,000 active;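 further: potency means the concentration at half of the fitted maximal effect; plate controls were vehicle for no effect and reference inhibitor for full effect; nearly all actives have a fitted effect of over 55% in size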
Target sequence (P08659 whole entry, looked up): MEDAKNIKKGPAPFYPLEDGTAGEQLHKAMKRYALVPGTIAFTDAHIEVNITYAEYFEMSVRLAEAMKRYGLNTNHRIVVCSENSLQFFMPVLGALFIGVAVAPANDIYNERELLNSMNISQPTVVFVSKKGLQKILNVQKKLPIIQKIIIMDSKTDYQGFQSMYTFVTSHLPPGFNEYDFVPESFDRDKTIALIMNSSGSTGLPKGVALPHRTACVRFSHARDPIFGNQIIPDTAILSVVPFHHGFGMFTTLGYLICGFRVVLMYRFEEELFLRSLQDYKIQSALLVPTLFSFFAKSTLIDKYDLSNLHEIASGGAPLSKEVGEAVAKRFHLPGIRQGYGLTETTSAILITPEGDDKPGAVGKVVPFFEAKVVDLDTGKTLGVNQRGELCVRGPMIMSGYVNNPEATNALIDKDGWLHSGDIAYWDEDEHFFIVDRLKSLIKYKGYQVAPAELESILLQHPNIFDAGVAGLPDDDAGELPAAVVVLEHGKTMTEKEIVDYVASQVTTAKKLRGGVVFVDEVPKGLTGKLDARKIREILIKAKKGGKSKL
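Purified P. pyralis luciferase, 10 nM final, with Km-level 10 uM D-luciferin and 10 uM ATP in 50 mM Tris acetate pH 7.5, 10 mM Mg acetate, 0.01% Tween-20, 0.05% BSA; 6-point qHTS titration about 60 µM downward; luminescence read.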
Coupling enz – coupling enzyme interference in Giardia aldolase counter-screen | coupling enzyme system counterscreen, AmpLite Red fluorescence | activity change, negative = inhibition, % at 58.2 µM, hits read low | 0.67% of 290,000 active | AID 2472; in the data active means activity change below about -30%; further: on the % scale 0 is the no-effect control and ±100 the full control effect
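Counterscreen of the coupled detection system alone, without aldolase: glyceraldehyde-3-phosphate coupling enzymes plus AmpLite Red readout. Compounds at 57.5 uM final, 10 min RT preincubation, 20 min RT reaction, fluorescence 525/598 nm.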
Giardia killer – kills Giardia lamblia; Giardia lamblia trophozoite viability; AID 540267; activity change, % at 7.66 µM, hits read low; 0.15% of 340,000 active; in the data active means activity change below about -80%; inconclusive means between about -30% and that limit;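 further: parasites exposed to compound for two days anaerobically before the ATP read; on the % scale 0 is the no-effect control and ±100 the full control effect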
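Luminescence from cellular ATP indicates surviving trophozoites (100 cells/well) following 48 hrs anaerobic compound treatment at 37 deg C; signal develops 15-30 min at room temperature.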
NPC1 prom act – activators of NPC1 promoter | Huh7 NPC1 promoter luciferase reporter, 24 h | Potency, µM (top dose mostly 9.22 µM), inactives show top-dose activation, hits mostly activators | 2.4% of 320,000 active | AID 485313;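 further: potency means the concentration at half of the fitted maximal effect; % of control where 0% means no effect; nearly all actives have a fitted effect of over 60% in size; reporter is driven by a mutant NPC1 promoter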
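NPC1 promoter–luciferase Huh7 cells; 24 h compound; luminescence.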
Gal4-VP16 FLuc – counter-screen for ROR gamma inhibitors: Gal4-VP16 reporter; 3.5% of 310,000 active; Potency, µM (series often up to 53.6 µM), inactives show at the highest dose activity, negative = inhibition, hits mostly inhibitors; AID 2546; Drosophila S2 Gal4-VP16 UAS-luciferase, luminescence, 20 h;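 further: Gal4-VP16 expression switched on by copper sulfate through the metallothionein promoter; potency means the concentration at half of the fitted maximal effect; on the % scale 0 is the no-effect control and ±100 the full control effect; nearly all actives have a fitted effect of over 50% in size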
uPA generation – inhibitors of cell surface uPA generation; AID 540303; cell surface uPA generation assay, qHTS; 0.31% of 330,000 active; Potency, µM (doses to about 38.3 µM), for the others: top-dose activity change, negative = inhibition, hits mostly inhibitors; active means well fitted inhibition curve with a large enough effect; inconclusive means small, poorly fitted or top-dose-only effect; inactive means no such curve, though single readings can be large or run the other way; tested in mouse RAW 264.7 cells; further: potency means the concentration at half of the fitted maximal effect; on the % scale 0 is the no-effect control and ±100 the full control effect; nearly all actives have a fitted effect of over 55% in size
Tb PFK block – inhibitors of T. brucei phosphofructokinase | O15648 | T. brucei PFK, ADP-Glo luminescence | Potency, µM (titrated, usually from 57.5 µM), for inactives: top-dose activity, negative = inhibition, usual class: inhibitors | 0.17% of 330,000 active | AID 485367;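 further: potency means the concentration at half of the fitted maximal effect; 0% = uninhibited 1x PFK enzyme wells and -100% = no-enzyme wells; nearly all actives have a fitted effect of over 60% in size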
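Activity is normalized to no-enzyme wells (full inhibition) and 1.25 nM enzyme wells (no inhibition). Reaction: 0.5 mM F6P, 0.1 mM ATP, 45 min RT, ADP-Glo luminescence; concentration-response curves fitted and classed by quality.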
An asterisk follows results filed as active; ? = inconclusive; . = not tested or not shown; [ ] = remark or other dose. Unless noted, the call rests on the fitted dose curve; in most records, active means well fitted curve in the direction sought with a large enough effect; inconclusive means small, poorly fitted or top-dose-only effect, or another doubt; inactive means no such curve, though single readings can be large; an effect the other way counts as inactive or inconclusive.

Screens in order – KCNH2 3.1 inh	Rab9 promoter act	RORg inh	ELG1 genotox	FLuc counter	Coupling enz	Giardia killer	NPC1 prom act	Gal4-VP16 FLuc	uPA generation	Tb PFK block
1) Cn1nc([N+](=O)[O-])nc1N1CCN(c2ccc(F)cc2)CC1
    13.6	-0.8%	17.2%	-0.2%	0.5%	-0.7	-0.5	-2.7%	6.4%	.	-2.9%
2) CCOc1cc(S(=O)(=O)Nc2ccc(Cl)cn2)ccc1F
    7.1	-3.1%	?	-1.3%	1.9%	0.9	-9.1	-0.3%	?	10.3%	0.2%
3) Cc1nc2[nH]c(=S)n(C)c(=O)c2nc1C
    -5.3	3.8%	-34.6%	-1.0%	3.8%	1.2	2.0	0.7%	0.1%	3.2%	-0.1%
4) O=C(CSc1nc2c(c(=O)n1-c1ccccc1)SCC2)NCC1CCCO1 (stereo not given)
    0.3	7.4%	1.8%	0.2%	5.3%	-1.7	14.7	-0.3%	-0.7%	1.2%	0.1%
5) CC1CCN(c2nc(N3CCCCC3)nc(N3CCCCC3)n2)CC1
    16.4	-8.5%	3.5%	-0.1%	6.6%	1.6	8.3	-3.9%	-1.1%	8.9%	-0.9%
6) C=CCn1cc(C(=O)N2CCc3ccccc3C2)c(=O)c2cc(S(=O)(=O)N(CC)CC)ccc21
    -8.0	-0.2%	?	0.8%	0.4%	-1.7	-10.2	-1.1%	-5.2%	-13.0%	-0.7%
7) CCCn1c(SCC(=O)NCCc2ccc(OC)c(OC)c2)nc2c1c(=O)n(C)c(=O)n2C
    -1.4	6.2%	3.1%	-0.2%	5.7%	-1.2	0.8	0.5%	-1.2%	8.2%	1.7%
8) C[C@H](CO)N1C[C@H](C)[C@@H](CN(C)S(=O)(=O)c2ccccc2)Oc2c(NC(=O)NC3CCCCC3)cccc2C1=O
    -166.2*	.	.	-1.9%	.	.	3.6	.	.	-12.6%	-0.2%
9) c1ccc(-c2nc3ccccc3[nH]2)nc1
    -8.5	2.82µM*	5.62µM*	?	12µM*	-0.2	2.7	3.98µM*	6.31µM*	1.6%	-13.0%
10) CCOC(=O)C1CCN(CC(=O)Nc2ccc(OC)c(Cl)c2)CC1
    0.9	10.3%	3.1%	2.9%	2.3%	0.3	6.0	-2.3%	-5.8%	0.3%	1.1%
11) CSc1ccccc1NC(=O)C1=CC(c2ccc(C)cc2)=NS(=O)(=O)N1C
    13.9	-4.9%	-17.6%	-0.4%	?	1.1	31.3[activator]	1.3%	9.0%	?	-3.7%
12) Cc1ccccc1NC(=O)/C(=C/c1ccccc1)c1ccccc1
    -4.9	-5.2%	?	-3.1%	2.3%	-0.7	0.6	-2.9%	-5.6%	15.3%	3.6%
13) O=C(Nc1ccc(-n2ccnc2P(=O)(O)c2ccccc2)cc1)c1ccccc1Cl
    17.8	24.5%	-6.5%	0.5%	-0.9%	-0.4	-21.1	2.6%	-2.1%	.	0.2%
14) COc1cccc(CC2(CO)CCN(Cc3cnc(-c4cccc(C)c4)nc3)CC2)c1
    -19.8	-8.6%	15.4%	9.4%	-4.8%	-1.3	-8.3	-5.9%	-16.4%	-2.8%	-0.5%
15) COc1ccc(NC(=S)N2CCC(N(C)CCN3CCOCC3)CC2)cc1
    -6.9	-4.0%	-12.3%	1.8%	-1.3%	0.5	-12.3	-1.2%	-6.3%	4.8%	0.1%
16) COc1cc2c3c(c1)C1(C(=O)N3C(C)(C)C=C2C)C(C#N)=C(N)Oc2cc(C)oc(=O)c21 (stereo not given)
    12.0	5.6%	?	?	6.0%	-3.5	-16.8	-5.9%	5.4%	3.8%	1.6%
17) COC(=O)c1sc(C(=O)OC)c(C(=O)OC)c1C(=O)OC
    -17.3	-3.5%	-4.5%	-0.5%	-1.2%	5.1	-23.0	-1.5%	-8.4%	3.4%	0.4%
18) CCC(C)Sc1cc(-c2nc3ccc(Cl)cn3c2NC2CCCCC2)ccc1OC (stereo not given)
    12.3	.	.	.	.	.	-20.0	.	.	-0.4%	3.0%
19) CC(C)CC(=O)Nc1nnc(S(=O)(=O)N(C)Cc2ccco2)s1
    -20.9	-3.3%	11.3%	0.3%	3.3%	.	-3.5	-1.5%	6.2%	6.4%	2.2%
20) O=C1CC(N2CCN(c3ccc(C(=O)c4ccc(F)cc4)cc3)CC2)C(=O)N1 (stereo not given)
    .	3.7%	10.5%	2.8%	-19.0%	2.0	11.8	-1.2%	1.1%	6.5%	-8.0%
21) COc1ccc(S(=O)(=O)N2CCOCC2)cc1NC(=O)CCc1nc2ccccc2c(=O)[nH]1
    -8.6	0.2%	-29.7%	1.0%	-2.8%	.	-0.9	0.9%	-2.4%	6.2%	-2.0%
22) Cc1ccccc1S(=O)(=O)Cc1ccc(C(=O)NCc2ccc(F)cc2)o1
    -2.8	-5.9%	19.3%	-8.1%	-1.1%	0.0	2.7	-4.6%	-1.7%	-7.4%	8.6%
23) COc1ccc(S(=O)(=O)n2c(C)nc3ccccc32)cc1C
    13.9	11.8%	?	-0.6%	-0.9%	3.6	-22.2	-0.2%	-11.1%	5.5%	4.7%
24) CN(C)S(=O)(=O)c1ccc(Oc2ccccc2)cc1
    -15.9	-1.1%	-12.5%	0.7%	-8.8%	2.5	-0.7	0.8%	-1.7%	-0.3%	8.3%
25) CCC1(CC)NC(=O)N(CC(=O)N2CCc3ccccc32)C1=O
    1.1	.	.	2.8%	.	.	20.7	.	.	2.3%	-1.4%
26) C=CCn1c(=N)c(C(=O)OC)cc2c(=O)n3cccc(C)c3nc21
    .	-2.3%	-2.6%	-0.5%	-1.8%	0.3	.	7.3%	-0.7%	.	2.1%
27) O=C(C[n+]1ccccc1)N/N=C/c1ccco1
    14.7	1.4%	0.7%	0.0%	0.3%	0.3	-17.2	-2.7%	6.6%	2.4%	-9.6%
28) COc1nc(N/N=C/c2ccccc2F)nc(N2CCCCC2)n1
    0.3	-2.7%	?	-2.8%	-18.0%	2.1	-6.6	2.1%	-11.5%[0.365 µM]	.	-3.5%
29) COc1ccc(NS(=O)(=O)c2cccs2)cn1
    -5.9	-2.3%	-7.0%	-3.2%	-6.5%	2.2	-3.4	-2.1%	8.4%	-1.9%	-6.6%
30) O=C(COc1ccc2ccccc2c1)Nc1cccc(C(=O)Nc2ccccc2C(=O)O)c1
    -17.9	-3.4%	27.5%	0.8%	23.9µM*	7.3	-18.7	-1.1%	-7.5%	-1.6%	2.3%
31) Cc1cccn2c(NCc3ccc4c(c3)OCO4)c(-c3ccc(O)cc3)nc12
    -94.2*	5.8%	27.3%	-3.9%	-19.0%	0.1	6.2	-2.7%	-7.3%	-1.1%	-2.4%
32) Cc1ccc(-c2c[n+](CC(=O)Nc3ccccc3C)c3n2CCC3)cc1
    -1.5	-6.1%	1.0%	-1.7%	-1.7%	0.9	4.4	-1.8%	3.7%	-1.5%	2.5%
33) CC(=O)Nc1ccccc1NS(=O)(=O)c1cccc([N+](=O)[O-])c1
    11.5	-12.1%	43.5%	-0.6%	6.2%	0.4	5.5	-3.5%	-15.8%	1.3%	-3.2%
34) Cn1cccc1CC(=O)N/N=C\c1c2ccccc2cc2ccccc12
    2.7	-2.5%	?	-2.7%	0.2%	-4.4	4.8	-3.4%	-3.7%	4.2%	-9.0%
35) O=C(Nc1ccccc1NC(=O)c1ccco1)c1ccccc1
    10.0	-3.7%	-15.8%	-2.3%	0.3%	0.0	-17.8	-2.0%	-9.6%	-1.6%	0.0%
36) O=C(Nc1cc(C(F)(F)F)ccc1N1CCOCC1)c1cccnc1
    10.1	-0.5%	17.3%	-2.2%	8.7%	4.0	5.1	-1.2%	-3.4%	.	-1.2%
37) COc1ccc2[nH]c(=O)c(COC(=O)c3ccco3)cc2c1
    -3.0	-10.1%	8.8%	-6.0%	-2.4%	-1.0	-4.5	-5.4%	6.0%[0.365 µM]	-0.7%	-11.0%
38) Cc1nc(NCC2CCCO2)c2nnn(Cc3ccccc3Cl)c2n1 (stereo not given)
    10.9	9.4%	15.9%	0.1%	3.4%	0.3	10.9	0.7%	13.7%	.	2.3%
39) COC(=O)c1cc(Br)c(N)cc1OC
    -6.2	2.0%	11.5%	1.8%	-2.4%	1.9	-2.5	-1.1%	-1.9%	5.9%	2.6%
40) O=C(NCc1cc2ccccc2[nH]1)c1ccccc1F
    10.0	28.2%	-3.0%[1.91 µM]	8.9%	-16.8%	-0.4	41.4[activator]	25.7%	3.3%	-3.6%	?
41) O=C1CSC(c2cccnc2)N1c1cccc(Cl)c1 (stereo not given)
    -14.9	2.2%	11.8%	0.3%	-1.7%	0.8	22.1	-4.0%	-2.8%	2.6%	0.0%
42) O=C(COC(=O)c1cc2ccccc2oc1=O)Nc1cccc(S(=O)(=O)N2CCCCCC2)c1
    ?	12.0%	-3.0%	?	-18.9%	-0.4	-5.3	2.1%	18.2%	1.1%	2.7%
43) CC1CCc2nn(CC(=O)N3CCCCCC3)cc2C1 (stereo not given)
    -28.7	-2.5%	?	-6.1%	-1.1%	3.2	5.4	-2.9%	-0.6%	-0.7%	10.6%
